Assay outcomes (PubChem BioAssay)
G9a inh = G9a (human) methyltransferase inhibition | G9a H3K9 monomethylation, AlphaScreen, 2 h | Potency, µM (titrated, usually from 102 µM), inactives show at the highest dose activity, negative = inhibition, hits mostly inhibitors | 350,000 compounds, 8.8% hits | AID 504332; note: potency is the fitted concentration of half-maximal effect; % is set by controls: 0 for no effect and ±100 for the full control effect; nearly all actives have a fitted effect of over 75% in size
Target sequence (Q96KQ7 913-1193 limits assumed): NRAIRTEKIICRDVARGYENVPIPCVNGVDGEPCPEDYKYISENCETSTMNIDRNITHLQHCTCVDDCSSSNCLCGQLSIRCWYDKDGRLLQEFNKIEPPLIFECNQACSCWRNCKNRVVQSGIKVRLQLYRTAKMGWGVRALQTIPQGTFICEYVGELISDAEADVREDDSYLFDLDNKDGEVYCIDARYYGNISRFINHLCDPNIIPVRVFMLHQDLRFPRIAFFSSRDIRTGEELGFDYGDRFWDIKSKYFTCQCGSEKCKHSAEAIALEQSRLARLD
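AlphaScreen detection with an anti-monomethyl H3K9 antibody quantified product after a 2 h room-temperature reaction containing 500 nM biotinylated H3K9 peptide, 20 µM SAM and 20 nM enzyme, which had been preincubated 15 min with compound.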
ERG-DNA inh = blocks human ERG Ets domain binding to DNA | P11308 | fluorescence polarization, His-ERG Ets domain / labelled DNA | Potency, µM (series often up to 76.9 µM), for inactives: at the top dose FP activity, negative = inhibition, usual class: inhibitors | 370,000 compounds, 0.028% hits | AID 624246; active = well fitted inhibition curve with a large enough effect in the polarisation, with a control signal flat; inconclusive = small, poorly fitted or top-dose-only effect, or effect the other way, or a change in a side signal; inactive = no such curve, though single readings can be large or run the other way; the % refers to the polarisation;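 note: polarization taken with two DNA probes labelled with fluorescein and Texas red; potency is the fitted concentration of half-maximal effect; % of control where 0% means no effect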
Target sequence (P11308 whole entry, looked up, the tested form may be a part): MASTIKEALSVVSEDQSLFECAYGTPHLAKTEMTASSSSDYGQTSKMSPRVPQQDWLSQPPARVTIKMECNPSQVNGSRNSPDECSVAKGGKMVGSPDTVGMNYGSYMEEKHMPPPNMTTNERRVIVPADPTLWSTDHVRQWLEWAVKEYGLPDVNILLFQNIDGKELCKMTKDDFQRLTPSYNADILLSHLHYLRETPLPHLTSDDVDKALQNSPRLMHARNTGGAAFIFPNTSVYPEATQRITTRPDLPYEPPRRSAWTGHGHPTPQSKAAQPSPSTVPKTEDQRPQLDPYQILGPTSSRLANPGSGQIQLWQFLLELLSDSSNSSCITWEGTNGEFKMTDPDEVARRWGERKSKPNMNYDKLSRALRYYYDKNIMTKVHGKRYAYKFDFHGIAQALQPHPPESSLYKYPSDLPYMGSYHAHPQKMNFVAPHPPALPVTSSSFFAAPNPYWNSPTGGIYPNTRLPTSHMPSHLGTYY
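His-tagged ERG Ets domain (1 uM in the protein solution; 300mM KCl, 50mM Tris-HCl, 1mM EDTA, 1mM DTT, pH 7.5) received compound, then a probe mix of 5 nM fluorescein-DNA and 100nM Texas-615-DNA. Fluorescence polarization was read for both dyes.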
GLS inh = blocks human kidney-isoform glutaminase activity; O94925; GLS enzymatic activity, qHTS titration; Potency, µM (highest dose often 45.5 µM), for the others: top-dose activity change, negative = inhibition, hits mostly inhibitors; 410,000 compounds, 0.21% hits; note: potency is the fitted concentration of half-maximal effect; % is set by controls: 0 for no effect and ±100 for the full control effect
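Glutamate formation by hKGA was monitored fluorometrically using coupled glutamate oxidase, HRP and Amplex Red. Substrate was added as 1 mM L-glutamine solution; incubation was 30 min at RT after an initial read.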
PI4K2A inh = PI4K2A (human) kinase inhibition. Q9BTU6. purified PI4K2A, ADP-Glo luminescence, 1 h; active compounds read low. activity change, negative = inhibition, % at 76.9 µM. 420,000 compounds, 0.13% hits; in the data active = activity change below about -50%; inconclusive = mostly about -30% to -49%;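 note: -100% = wells without enzyme as full effect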
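PI4K2A activity was measured by ADP-Glo luminescence: enzyme (4 ug/mL stock) and phosphatidylinositol (1.2 mM stock) in Tris pH 7.5/MgCl2/EGTA/Triton X-100 buffer were reacted with ATP (300 microM stock) for one hour at ambient temperature.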
HP1b binding inh = inhibitors of HP1-beta chromodomain binding to methylated histone tails; Potency, µM (titrated, usually from 114 µM), for inactives: top-dose activity change, negative = inhibition, usual class: inhibitors; AID 540317; P83916; 390,000 compounds, 0.56% hits; AlphaScreen HP1-beta / biotin-H3K9me3 peptide binding; note: potency is the fitted concentration of half-maximal effect; nearly all actives have a fitted effect of over 70% in size; inactives centre near 23
Target sequence (P83916 whole entry, looked up): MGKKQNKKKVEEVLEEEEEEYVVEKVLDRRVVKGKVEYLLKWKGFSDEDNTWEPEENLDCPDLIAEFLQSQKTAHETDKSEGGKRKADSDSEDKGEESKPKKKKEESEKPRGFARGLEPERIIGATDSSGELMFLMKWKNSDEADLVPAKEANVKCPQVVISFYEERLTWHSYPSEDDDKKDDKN
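Compound inhibition of the preformed complex between 50 nM HP1-beta and 50 nM biotinylated H3K9me3 peptide was read by AlphaScreen. Buffer was PBS pH 7.4 with 0.01% Tween-20. Incubations ran 30 min at room temperature, with 10 ug/mL donor/acceptor beads.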
JMJD2A Tudor = JMJD2A Tudor domain (human) inhibition. O75164. AlphaScreen JMJD2A-Tudor / H3K4me3 peptide binding. Potency, µM (titrated, usually from 114 µM), inactives show at the highest dose activity change, negative = inhibition, actives largely listed as inhibitors. 390,000 compounds, 4.4% hits. AID 504339; note: potency is the fitted concentration of half-maximal effect; % is set by controls: 0 for no effect and ±100 for the full control effect; nearly all actives have a fitted effect of over 50% in size
BAZ2B inh = BAZ2B (human) inhibition | AlphaScreen BAZ2B-H3K14Ac peptide displacement | Potency, µM (doses to about 114 µM), for the others: top-dose activity change, negative = inhibition, most hits filed as inhibitors | 360,000 compounds, 4.4% hits | AID 504333; note: potency is the fitted concentration of half-maximal effect; % is set by controls: 0 for no effect and ±100 for the full control effect; nearly all actives have a fitted effect of over 60% in size
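Inhibition is scored as reduced AlphaScreen emission. The BAZ2B/b-H3(5-23)K14Ac complex (50 nM each) in PBS pH 7.4, 0.01% Tween-20 meets compound (up to 110 uM) for 30 min at RT before bead addition.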
12-LOX inh = ALOX12 (human) lipoxygenase inhibition; P18054; purified 12hLO, xylenol orange hydroperoxide absorbance; Potency, µM (series often up to 108 µM), for the others: at the top dose activity change, negative = inhibition, usual class: inhibitors; 580,000 compounds, 1.1% hits; AID 1671190; note: potency is the fitted concentration of half-maximal effect; % is set by controls: 0 for no effect and ±100 for the full control effect
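Hydroperoxide product was detected by ferrous iron/xylenol orange as the 573 to 405 nm absorbance ratio. Arachidonic acid at 40 uM (final) was turned over for 30 min at room temperature by 150 nM human 12hLO, pH 7.0 Hepes buffer, after 15 min compound preincubation.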
RGS4 inh = blocks human RGS4-accelerated GTP hydrolysis; P49798; Transcreener GDP fluorescence polarization, RGS4-accelerated GTP hydrolysis; Potency, µM (titrated, usually from 114 µM), for the others: top-dose activity change, negative = inhibition, usual class: inhibitors; 390,000 compounds, 0.039% hits; note: potency is the fitted concentration of half-maximal effect; % is set by controls: 0 for no effect and ±100 for the full control effect; nearly all actives have a fitted effect of over 75% in size; some results filed as inactive show a strong effect at the top dose
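MLSMR compounds (23 nl, pin-transferred) preincubated 10 min at room temperature with a 500nM (2x) first reagent, then RGS4 at 900nM (2x) plus Transcreener GDP mix added; fluorescence polarization (620/688 nm) read before and after 90 min at 30 °C.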
An asterisk follows results filed as active; i = inactive; ? = inconclusive; · = no result given; [ ] = dose if it differs, or a comment. Unless noted, calls come from the whole dose curve; as a rule, active = well fitted curve in the direction sought with a large enough effect; inconclusive = small, poorly fitted or top-dose-only effect, or another doubt; inactive = no such curve, though single readings can be large; an effect the other way counts as inactive or inconclusive. The list is partial; count on the stated rates, not on these rows.

SMILES	G9a inh	ERG-DNA inh	GLS inh	PI4K2A inh	HP1b binding inh	JMJD2A Tudor	BAZ2B inh	12-LOX inh	RGS4 inh
CCCCc1nnc(NC(=O)C2CCCO2)s1 (stereo unspecified)	-1%[12.7 µM]	0%	3%	-8	6%	-3%	4%	-1%	23%
CCOC(=O)/C(=N\Nc1cccc(C(F)(F)F)c1)N(CCOC)CCOC	?	-6%	20%	2	38%	-15%	-23%	-39%	6%
CCOc1ccc(-c2cc(NC(=O)Nc3ccccc3C(F)(F)F)c(C(=O)OC)s2)cc1	5%[59 µM]	11%	-4%	0	45%	-1%	-13%	-1%	-4%
CCc1nnc(NC(=O)c2sc3nc(C)cc(COC)c3c2N)s1	87%[activator][59 µM]	7%	-2%	4	48%[activator]	-14%	-4%	64%[activator]	8%
FC(F)(F)c1cc(Sc2ccccc2)nc(-c2ccccn2)n1	23%[12.7 µM]	0%	-3%	8	27%	1%	-19%	-3%	28%
CCOc1ccc(CCNC(=O)COC(=O)c2oc3ccccc3c2COC)cc1OCC	3%[59 µM]	4%	8%	-1	26%	-11%	11%	-18%	-8%
Cc1noc(C)c1C(=O)N(C)CC(=O)Nc1ccc(F)c(F)c1F	-1%	·	8%	-1	26%	-4%	14%	12%	16%
CC(=O)c1cnc2c(-c3ccc(Cl)cc3)cnn2c1C	25%[59 µM]	-2%	10%	1	-1%	-11%[11.4 µM]	7%	-2%	17%[11.4 µM]
CC1CCc2c(C(=O)NCc3ccccn3)csc2C1 (stereo unspecified)	10%[59 µM]	-17%	14%	-14	5%	?	-38%	-18%	14%
COc1cc(CN(C(=O)c2cccs2)C2CCS(=O)(=O)C2)cc(OC)c1OC (stereo unspecified)	-12%	4%	-3%	-2	29%	-1%	-8%	0%	17%
O=C(Nc1ccc(F)c(Cl)c1)C1Cc2ccccc2CN1S(=O)(=O)c1ccc(F)cc1 (stereo unspecified)	11%[59 µM]	-3%	1%	-2	26%	-13%	?	-18%	30%
COc1ccccc1-c1sc2cc3c(cc2c1C#CCO)OCO3	5%[0.501 µM]	-2%	10%	-1	34%	-21%	-16%	?	-2%
O=C(Nc1cnc2ccccn2c1=O)c1ccc(Cl)cc1Cl	23%	-6%	-5%	-1	45%[activator]	3%[11.4 µM]	0%	?	0%
CCCCn1c(SCC(=O)Nc2ccc(OCC)cc2)nc2ccsc2c1=O	10%[59 µM]	-2%	-23%	-2	50%[activator]	-3%	-1%	-9%	-16%
Cc1ccccc1-c1nnc(SCC(=O)NCC2CCCO2)o1 (stereo unspecified)	20%[12.7 µM]	-28%	-6%	6	55%[activator]	10%	3%	1%	15%
Cc1ccc(NC(=O)Cn2c(=O)c3cccn3c3ccccc32)c(Cl)c1	5%	14%	5%	-12	51%[activator]	-14%	-18%	?	23%[11.4 µM]
Cn1c(=O)c2c(nc(N/N=C/c3cccnc3)n2Cc2ccccc2)n(C)c1=O	?	-3%	24%	4	37%	-18%	-12%	497%[activator]	5%
CC(C)NC(=O)CSCc1cccc(Br)c1	?	·	4%	-4	31%	-15%	10%	2%	2%
Cc1ccc(C(=O)CSc2nnc(-c3ccco3)o2)o1	-23%[12.7 µM]	-7%	10%	7	9%	-17%	-9%	-4%	-1%
CC(C)C(OC(=O)c1cccs1)C(=O)NCc1ccc(F)cc1 (stereo unspecified)	14%	-5%	1%	-2	30%	-2%	-11%	?	10%
Cc1cccc(C2NC(=O)c3c(sc4c3CCN(C)C4)N2)c1O (stereo unspecified)	?	8%	-2%	-5	6%	-22%	-14%	154%[activator]	-36%
CC(=O)c1cccc(NC(=O)N2CCOCC2)c1	18%	-5%	1%	-1	29%	-12%	-21%	12%	-34%
CCOC(=O)C1=C(C)NC(SCc2cc(=O)[nH][nH]2)=C(C#N)C1c1cccs1 (stereo unspecified)	?	·	11%	-10	-6%	?	?	-24%[57.4 µM]	-13%
Nc1nonc1-n1nnc(C(=O)N/N=C/c2ccc(F)cc2)c1-c1ccc2c(c1)OCO2	52%[activator]	16%	-2%	6	61%[activator]	-13%	-2%	-5%	1%
CNCc1c(OCc2ccccc2)ccc2ccccc12	?	6%	0%	-4	34%	-10%	-26%	-39%	3%

The final 2 records of the section before are carried over, then new ones follow:
SMILES	G9a inh	ERG-DNA inh	GLS inh	PI4K2A inh	HP1b binding inh	JMJD2A Tudor	BAZ2B inh	12-LOX inh	RGS4 inh
Nc1nonc1-n1nnc(C(=O)N/N=C/c2ccc(F)cc2)c1-c1ccc2c(c1)OCO2	52%[activator]	16%	-2%	6	61%[activator]	-13%	-2%	-5%	1%
CNCc1c(OCc2ccccc2)ccc2ccccc12	?	6%	0%	-4	34%	-10%	-26%	-39%	3%
O=c1[nH]cc(COCc2ccccc2)c(=O)[nH]1	18%[59 µM]	3%	0%	0	21%	-12%	2%	14%	0%
CSc1ccccc1NC(=O)c1cc(C(C)C)on1	13%[59 µM]	4%	0%	-5	122%[activator]	16%[57.1 µM]	75%[activator]	?	-33%[56.9 µM]
O=C(Nc1ccc(S(=O)(=O)N2CCOCC2)cc1)c1cccc([N+](=O)[O-])c1	-2%[59 µM]	4%	-3%	0	22%	-7%	-37%	-23%	-7%
O=C(CN1CCC(C(=O)c2ccc(F)cc2)CC1)Nc1ccccc1Cl	4%	6%	5%	-1	91%[activator]	4%	-1%	-17%	-13%
O=C(Oc1ccccc1N1C(=O)C2CCCCC2C1=O)c1ccccc1 (stereo unspecified)	27%	-6%	-11%	4	12%	-10%	0%[57.1 µM]	0%	61%[activator]
CCCCn1c(/N=C/c2ccc3c(c2)OCO3)nc2ccccc21	-18%	-2%	-3%	8	3%	-25%	-10%	19%	-15%
O=C(Cn1c(=O)oc2cc(S(=O)(=O)N3CCCCC3)ccc21)N1CCCCC1	-6%	-3%	15%	-4	15%[57 µM]	-5%	2%	0%	16%
COc1ccc(NC(=S)Nc2ccc(Oc3ccccc3)cc2)cc1	24%[59 µM]	-2%	6%	8	13%	-14%	-5%	180%	-9%
COc1ccc(-n2nc(C(=O)NCc3ccco3)c3c4ccccc4n(C)c3c2=O)cc1	-13%	3%	-3%	1	25%	-10%	-6%	-4%	-15%
COc1ccc(CNC(=O)C2CCCN(C(=O)N3CCOc4ccccc43)C2)cc1 (stereo unspecified)	-47%[59 µM]	-15%	2%	-1	25%	-10%	-5%	-17%	9%
CN(C)/C=C(\C=O)c1c(Cl)cccc1Cl	15%[59 µM]	6%	-2%	-8	14%	-6%	-38%	-3%	-1%
Cc1ccc(NC(=O)/C=C/c2ccco2)cc1S(=O)(=O)N1CCCCCC1	·	3%	-3%	-11	-19%	-33%	·	?	-19%
COc1cc(C(=O)NC(C)c2ccc(-n3ccnc3)cc2)cc(OC)c1C (stereo unspecified)	3.5µM*	-7%	2%	-11	-5%	79µM*	50µM*	?	23%
O=C(NNc1cccc(Cl)n1)C1CC1	-22%	-6%	2%	-2	41%[activator]	-7%	-11%	-4%	10%
Cc1nc2c3cc(F)ccc3n(Cc3ccccc3F)c2s1	-26%[59 µM]	11%	-28%	0	-22%	23%	50µM*	-16%	-18%
NC(=O)C1CCN(C(=O)CN(c2ccc3c(c2)OCCO3)S(=O)(=O)c2ccccc2)CC1	0%[0.501 µM]	11%	-1%	-5	-1%	-6%	5%	-3%	6%
CCCCN(C)CCNC(=O)C(NC(=O)C1CCC(C)CC1)C(C)C (stereo unspecified)	16%[59 µM]	0%	1%	2	38%	-2%	-1%	2%	13%
CC1(C)Cc2c(c(-c3ccccc3)nc(N3CCOCC3)c2C(N)=O)CO1	7%	1%	5%	-5	13%	-4%	?	316%[activator]	12%
COc1ccccc1CN(C)C(=O)c1cccc(S(=O)(=O)N2CCc3ccccc3C2)c1	4%[12.7 µM]	0%	0%	-1	35%	-13%	-1%	27%	4%
O=C(Nc1ccc(Cl)cc1)OCc1cn(-c2ccccc2)nn1	2%	-4%	4%	4	34%[activator]	-11%	-16%	28%	-3%
Cc1ccc2c(CC(=O)OC(C)C(=O)Nc3ncc(Cl)cc3Cl)coc2c1 (stereo unspecified)	10%[59 µM]	1%	-4%	-7	42%[activator]	-17%	-22%	-20%	-6%
O=c1c(Br)c(Br)cnn1-c1ccccc1	24%[12.7 µM]	-1%	0%	3	30%	-15%	-13%	-11%	5%
CCOC(=O)c1[nH]c2ccc(Cl)cc2c1NC(=O)/C=C/c1ccc2c(c1)OCO2	51%[59 µM]	0%	2%	1	35%	-9%	-7%	-12%	-8%
CC(C)(C)N(Cc1ccccc1)C(=O)COC(=O)CNS(=O)(=O)c1ccc2ccccc2c1	-4%[12.7 µM]	19%	-1%	3	16%	-9%	-19%	-16%	-17%
O=C(O)c1cc(-c2ccc3ccccc3c2)nc2ccc(F)cc12	27%[2.33 µM]	-8%	-2%	0	38%[activator]	3%	8%	?	1%
Fc1ccc(COc2ccc(-c3nnco3)cc2)cc1	15%	-6%	1%	-9	32%	-7%	6%	i	-11%
CCCNC(=O)CCc1c(C)nc2nc(CNC(=O)c3ccccc3)nn2c1C	3%[59 µM]	4%	1%	0	7%	-12%	-1%	-12%	-21%
O=C(N/N=C/c1cc(Cl)cc([N+](=O)[O-])c1O)c1ccccc1NS(=O)(=O)c1cccs1	·	-1%	-10%	1	?	56µM*	-37%	?	-17%
